# Bioassay records deposited in PubChem BioAssay by several laboratories.
# SIAH1 antagonists: Siah-1 peptide-binding antagonists, primary screen, biochemical, fluorescence polarization, rhodamine-plectin, uHTS (AID 1817). actives 0.02% (n = 290,000). E3 ubiquitin-protein ligase SIAH1 (Homo sapiens). Siah-1 / rhodamine-plectin peptide fluorescence polarization; higher % means a stronger effect. displacement, % at 20 µM, or IC50 in µM where a hit was titrated;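 active = displacement of at least 50% at 20 µM, with a fluorescence ratio check between 0.3 and a set limit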;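 also: plate controls were Siah plus tracer with DMSO for no effect and tracer alone without Siah for full effect; strong numbers were not always called active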
# XIAP antagonists: XIAP antagonists, biochemical, IAP family, fluorescence polarization (AID 1018). E3 ubiquitin-protein ligase XIAP (Homo sapiens). XIAP BIR domain, fluorescence polarization peptide displacement; higher % means a stronger effect. displacement, % at 20 µM; hits with a dose series show IC50 in µM. actives 0.007% (n = 200,000); in the data active = displacement above about 50%; also: a part of the inactive calls stands beside numbers as strong as those of hits
# CSM14.1 death rescue: rescue of cells from ER stress-induced death, primary screen, 384-well, CSM14.1, thapsigargin, ATP luminescence (AID 1222); one-dose cellular ATP content (survival), % at 20 µM; EC50 in µM for titrated hits; 190,000 tested, under 10 active; CSM14.1 thapsigargin-induced death rescue, ATP luminescence; higher % means a stronger effect;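 active = EC50 below 50 µM in the dose-response confirmation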;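 also: death triggered by thapsigargin at about 15 µM added after 2 h compound pretreatment; cell ATP read after overnight thapsigargin exposure of roughly 18 to 22 hours; normalized against plate controls of thapsigargin alone and 5% DMSO vehicle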
# West Nile antiviral: West Nile virus antiviral activity, cell-based, CPE readout (AID 1621). West Nile virus-infected cells, CPE inhibition; higher % means a stronger effect. CPE inhibition, % at 10 µM, or IC50 in µM where a hit was titrated. actives 0.02% (n = 290,000); in the data active = a potency from the dose series; also: strong numbers were not always called active
# P. falciparum M1AAP: P. falciparum M1AAP inhibitors, biochemical, fluorogenic H-Leu-NHMec substrate, 1536-well (AID 1445); actives 0.42% (n = 220,000); Aminopeptidase N (Plasmodium falciparum (isolate 3D7)); inhibition, % at 30 µM; hits with a dose series show IC50 in µM; recombinant M1AAP, H-Leu-NHMec fluorogenic kinetic assay; higher % means a stronger effect;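 active = primary inhibition above the hit cutoff, then over 50% inhibition at one or more dose response concentrations, cut at about 23% in these data, passing the limit was not always enough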;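 also: plate controls were DMSO full reaction for no effect and no enzyme background for full effect; strong numbers were not always called active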
# PMI inhibition: human PMI inhibitors, high substrate, primary screen, biochemical, fluorescence intensity, high mannose 6-phosphate (AID 1220). actives 0.66% (n = 190,000). inhibition, % at 20 µM, or IC50 in µM where a hit was titrated. recombinant PMI enzyme, coupled fluorescence intensity; higher % means a stronger effect. Mannose-6-phosphate isomerase (Homo sapiens); in the data active = inhibition above about 50%
# M17LAP inhibition: P. falciparum M17LAP inhibitors, primary screen, biochemical, fluorogenic H-Leu-NHMec substrate, 1536-well (AID 1619); recombinant M17LAP, H-Leu-NHMec fluorogenic kinetic assay; higher % means a stronger effect; actives 0.38% (n = 220,000); inhibition, % at 30 µM; hits with a dose series show IC50 in µM; Leucine aminopeptidase (Plasmodium falciparum (isolate 3D7));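 active = compound inhibiting the enzyme by more than half at any dose during confirmatory dose-response retesting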;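 also: plate controls were full reaction with DMSO carrier for no effect and no enzyme background for full effect; strong numbers were not always called active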
# Salmonella PhoP GFP: inhibitors of PhoP regulon expression, primary screen, Salmonella Typhimurium, GFP reporter (AID 1863). inhibition, % at 50 µM; hits with a dose series show IC50 in µM. S. Typhimurium PhoP-regulated promoter GFP reporter, 4 h; higher % means a stronger effect. actives 0.16% (n = 300,000);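 active = inhibition over 29.93%, a cutoff 3 SD above the screen mean, later confirmed by dose response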;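 also: 0% = low Mg2+ inducing control and 100% = high Mg2+ repressing control; strong numbers were not always called active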
# Yfh1-off respiration: enhancers of respiration in Yfh1-depleted yeast, dose response, Friedreich's ataxia, plus single-dose screen (AID 1465) | S. cerevisiae Yfh1-off respiration, WST-1 reduction, 72 h; higher fold induction means a stronger effect | fold induction at 50 µM, or EC50 in µM where a hit was titrated | actives 0.074% (n = 220,000);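 active = fold induction of absorbance versus untreated yeast above a set limit, then at least 30% activation at any dose in follow-up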;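 also: activators that raise dye reduction in frataxin-depleted yeast; strong numbers were not always called active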
# Active calls of the source: *; i = inactive; . = no result given.
# A first look, 2 compounds:
SMILES,SIAH1 antagonists,XIAP antagonists,CSM14.1 death rescue,West Nile antiviral,P. falciparum M1AAP,PMI inhibition,M17LAP inhibition,Salmonella PhoP GFP,Yfh1-off respiration
Cc1ccc(S(=O)(=O)Cn2nnnc2C(CC(C)C)N2CCN(C(=O)c3ccco3)CC2)cc1 (stereo unspecified),3%,-2.5%,-1.9%,-1.2%,3%,-4%,-10%,4%,i
O=C(CN1CCOCC1)Nc1nc2ccc([N+](=O)[O-])cc2s1,3%,-6.3%,-0.4%,1.5%,14%,23%,9%,3%,i

# The whole of this part, from the start:
SMILES,SIAH1 antagonists,XIAP antagonists,CSM14.1 death rescue,West Nile antiviral,P. falciparum M1AAP,PMI inhibition,M17LAP inhibition,Salmonella PhoP GFP,Yfh1-off respiration
Cc1ccc(S(=O)(=O)Cn2nnnc2C(CC(C)C)N2CCN(C(=O)c3ccco3)CC2)cc1 (stereo unspecified),3%,-2.5%,-1.9%,-1.2%,3%,-4%,-10%,4%,i
O=C(CN1CCOCC1)Nc1nc2ccc([N+](=O)[O-])cc2s1,3%,-6.3%,-0.4%,1.5%,14%,23%,9%,3%,i
Cc1ccc(C)c(NC(=O)C2CC=CCC2C(=O)O)c1 (stereo unspecified),2%,-2.2%,-1.3%,-0.1%,17%,-6%,19µM*,-3%,i
Cc1cccc(OCc2nnc(SCC(=O)O)n2Cc2ccccc2)c1,-1%,-4.1%,1.1%,0.2%,10%,-6%,6%,0%,i
CCCC[N+](C)(C)CCC(=O)NC(C)(C)CS(=O)(=O)[O-],10%,0.0%,-0.9%,0.1%,5%,2%,-7%,-5%,i
COc1ccc(CN2CCN(c3ccc(F)cc3)CC2)c(OC)c1OC,-1%,-2.9%,-0.2%,-1.7%,-1%,-6%,-8%,4%,i
CSc1ncc(Cl)c(C(=O)Nc2cccc3ccccc23)n1,4%,93%,0.1%,-0.1%,-2%,8%,3%,-10%,i
O=C(NCc1cccc(Cl)c1)c1cnn2c1NC(c1ccco1)CC2C(F)(F)F (stereo unspecified),-3%,-4.7%,-2.1%,-0.3%,6%,16%,-6%,-11%,i
CCOC(=O)c1nnn(-c2nonc2N)c1CSc1ccc(C)cc1,2%,-4.1%,-0.1%,-0.1%,5%,3%,16%,-2%,i
COC(=O)C1=C(C)NC(=O)C1(Nc1ccc(Cl)cn1)C(F)(F)F (stereo unspecified),-1%,-3.3%,.,0.0%,16%,7%,3%,-13%,i
CC(NCc1ccco1)C(=O)N1CCc2ccccc2C1 (stereo unspecified),2%,-6.1%,.,-0.4%,-5%,4%,10%,7%,i
Cc1ccc2occ(-c3nn[nH]n3)c(=O)c2c1,4%,19%,5.0%,0.4%,-3%,-13%,19%,9%,i
CCCCC1=CC2=C(c3ccco3)C(=O)C(C)(OC(=O)c3ccc(OC)cc3)C(=O)C2=CN1Cc1ccc2c(c1)OCO2 (stereo unspecified),-3%,.,.,-0.1%,3%,.,8%,1%,i
CC(=O)Nc1ccc2nc(-c3cccs3)[nH]c2c1,0%,-1.4%,-3.9%,.,0%,10%,-283%,10%,.
COCCNc1c(-c2ccc(O)cc2)nc2ccc(Cl)cn12,8%,-19%,1.5%,0.9%,10%,-5%,10%,-2%,i
COc1nc(NCc2cccnc2)nc(OC)n1,-5%,-5.6%,.,0.2%,-6%,-4%,-8%,1%,i
CC(Sc1nnc(N)s1)C(=O)Nc1ccc(N2CCOCC2)cc1 (stereo unspecified),-4%,-0.7%,-2.1%,0.2%,3%,2%,10%,0%,i
S=C(NCC1CCCCC1)Nc1cccnc1,13%,-0.7%,3.1%,-0.8%,1%,-1%,1%,0%,i
CCN1C(=O)/C(=C\c2nc3ccccc3c(=O)n2CC)c2ccccc21,0%,-12%,0.3%,-0.6%,-1%,4%,-1%,12%,i
CCOC(=O)C1=C(C)N=c2s/c(=C\c3cccn3C)c(=O)n2C1c1cccc(OC)c1OC (stereo unspecified),2%,-6.3%,.,0.2%,6%,17%,-9%,9%,i
O=C1CN(O)C=C2N=c3ccccc3=C2N1c1ccc([N+](=O)[O-])cc1,2%,-6.1%,1.2%,-0.3%,-3%,-6%,-14%,-2%,i
C/C(=N\NC(=O)c1nc2ccccn2c1C)c1ccco1,8%,-4.8%,0.7%,0.1%,4%,0%,5%,7%,i
O=C(Nc1ccc(N2CCOCC2)cc1)c1cnsn1,0%,-2.8%,-5.0%,.,2%,-5%,8%,13%,.
C=CCn1c(O)c(N=NC(=S)Nc2ccccc2C)c2cc(S(=O)(=O)N3CCOCC3)ccc21,-14%,-19%,-3.1%,-0.8%,4%,8%,-4%,-10%,i
Cc1c(-c2ccnc3cc(C(=O)O)nn23)cnn1C,7%,-7.1%,0.1%,0.0%,8%,2%,0%,-10%,i
COC(=O)c1ccc2c(=O)sc(N3CCC(C(N)=O)CC3)nc2c1,2%,-2.9%,-0.3%,.,-3%,-69%,-149%,-6%,.
CN1C(=CC=C2C=C(I)C(=O)C(I)=C2)C(C)(C)c2ccccc21,110%,.,.,1.0%,-3%,.,8%,-12%,i
CSc1nc(SCC(=O)NCc2ccco2)c2c3c(sc2n1)CN(C)CC3,.,.,.,0.0%,6%,.,-41%,-6%,i
CCOC(=O)Cn1nc(C)cc1NC(=O)c1ccncc1,2%,-5.3%,-0.7%,0.2%,4%,5%,2%,6%,i
Cc1cccc2cc(C#N)c(N3CCCC3)nc12,6%,-3.7%,-1.3%,0.8%,14%,-80%,-41%,-6%,i
O=C(c1cccnc1)N1CCN(S(=O)(=O)c2ccc(Cl)cc2)CC1,-1%,-5.7%,-1.6%,-0.2%,2%,-6%,11%,0%,i
COc1ccc(CCNC(=O)COC(=O)c2ccc(Br)o2)cc1,-2%,-1.0%,-0.3%,0.2%,1%,0%,16%,-2%,i
COC(=O)Cc1ccc(NC(=S)NCc2ccccc2)cc1,2%,-8.9%,-0.8%,-0.6%,11%,-1%,-13%,-6%,i
COc1cc(NC(=O)COc2ccc(Cl)cc2)ccc1-c1cc2ccccc2oc1=O,16%,-3.7%,-2.1%,-1.8%,6%,4%,-7%,0%,i
CCc1ccc(NC(=S)NC2CC3CCCC(C2)N3Cc2ccccc2)cc1 (stereo unspecified),-2%,-7.8%,-2.3%,-1.6%,0%,-1%,-2%,17%,i
O=C(Nc1ccc2c(c1)CCC2)c1cnccn1,-2%,-3.3%,.,1.8%,17%,8%,1%,-6%,i
Cc1cc(=O)[nH]c(SCC(=O)Nc2cc(S(=O)(=O)N(C)C)ccc2Cl)n1,10%,-6.4%,-1.0%,0.1%,8%,-2%,8%,-2%,i
Cc1ccc2c(Cl)cc(Cl)c(OCC(=O)NC(C)(C)C)c2n1,-1%,4.4%,-1.5%,-1.5%,11%,34%,11%,-2%,i
Cc1ccc(C(=O)N2CCN(c3ccc([N+](=O)[O-])c(NCc4ccco4)c3)CC2)cc1,0%,-2.0%,0.0%,0.0%,10%,36%,5%,-6%,i
Cc1cs/c(=N/C(=S)Nc2ccccc2)n1C,0%,-7.1%,-3.6%,-0.4%,3%,6%,5%,0%,i
Cc1ccc(C)c(-n2c(-c3ccc4c(c3)OCO4)n[nH]c2=S)c1,-4%,-1.8%,-2.6%,-0.1%,9%,3%,-4%,6%,i
CC(=O)Nc1ccc(NS(=O)(=O)Cc2ccccc2)cc1,-2%,0.6%,1.0%,0.4%,2%,3%,-6%,6%,i
CC(=C1C(=O)c2ccccc2C1=O)N1CCN(c2ccc(F)cc2)CC1,5%,.,.,2.2%,1%,.,12%,-8%,i
Cc1ccc(OCCC(=O)OCC(=O)Nc2cc(S(=O)(=O)N(C)C)ccc2C)cc1,4%,-17%,-0.1%,-0.3%,2%,6%,1%,2%,i
CC(C)(C)C(=O)NNC(=O)CCCOc1ccc(Cl)cc1Cl,-1%,-2.8%,-0.3%,-0.1%,0%,-2%,19%,1%,i

# Full records, quoted from the list.
# CCCC[N+](C)(C)CCC(=O)NC(C)(C)CS(=O)(=O)[O-] is listed with SIAH1 antagonists = 10%; XIAP antagonists = 0.0%; CSM14.1 death rescue = -0.9%; West Nile antiviral = 0.1%; P. falciparum M1AAP = 5%; PMI inhibition = 2%; M17LAP inhibition = -7%; Salmonella PhoP GFP = -5%; Yfh1-off respiration = i
# S=C(NCC1CCCCC1)Nc1cccnc1 is listed with SIAH1 antagonists = 13%; XIAP antagonists = -0.7%; CSM14.1 death rescue = 3.1%; West Nile antiviral = -0.8%; P. falciparum M1AAP = 1%; PMI inhibition = -1%; M17LAP inhibition = 1%; Salmonella PhoP GFP = 0%; Yfh1-off respiration = i
# CN1C(=CC=C2C=C(I)C(=O)C(I)=C2)C(C)(C)c2ccccc21 is listed with SIAH1 antagonists = 110%; XIAP antagonists = .; CSM14.1 death rescue = .; West Nile antiviral = 1.0%; P. falciparum M1AAP = -3%; PMI inhibition = .; M17LAP inhibition = 8%; Salmonella PhoP GFP = -12%; Yfh1-off respiration = i

# Remaining list, next part:
SMILES,SIAH1 antagonists,XIAP antagonists,CSM14.1 death rescue,West Nile antiviral,P. falciparum M1AAP,PMI inhibition,M17LAP inhibition,Salmonella PhoP GFP,Yfh1-off respiration
Cc1cc(C)nc(NS(=O)(=O)c2ccc(NC(=O)CN3C(=O)C4CC=CCC4C3=O)cc2)n1 (stereo unspecified),-2%,-6.4%,0.8%,-0.2%,7%,-7%,11%,-6%,i
Nc1nnnn1/N=C/c1ccccc1OCc1ccc(Cl)cc1Cl,6%,-11%,9.9%,-0.2%,6%,-58%,30%,-4%,i
CCc1c(C)sc(NC(=O)Cn2nc(C(F)(F)F)c3c2CCCC3)c1C#N,-1%,-5.9%,-2.7%,-0.5%,0%,5%,2%,9%,i
O=C(NCCc1ccccc1)C1CCN(S(=O)(=O)c2ccc(-c3nn[nH]n3)cc2)CC1,6%,-1.4%,-2.7%,0.9%,8%,-2%,34%,-1%,i

# Only PMI inhibition, West Nile antiviral and M17LAP inhibition (3 entries from above):
SMILES	PMI inhibition	West Nile antiviral	M17LAP inhibition
Nc1nnnn1/N=C/c1ccccc1OCc1ccc(Cl)cc1Cl	-58%	-0.2%	30%
CCc1c(C)sc(NC(=O)Cn2nc(C(F)(F)F)c3c2CCCC3)c1C#N	5%	-0.5%	2%
O=C(NCCc1ccccc1)C1CCN(S(=O)(=O)c2ccc(-c3nn[nH]n3)cc2)CC1	-2%	0.9%	34%
